Screening results (PubChem BioAssay)
RmlCD inh 1536 = blocks M. tuberculosis RmlC and RmlD coupled enzymes. P9WH09+P9WH11. RmlC+RmlD coupled enzyme assay, percent inhibition; primary screen in compound mixtures. inhibition, % at 3.6 µM. 160,000 tested, 0.03% active. AID 1533; in the data active = inhibition mostly above about 34%, no sharp cut-off; note: some results filed as inactive read as strong as hits
Target sequence (P9WH09 whole entry, looked up): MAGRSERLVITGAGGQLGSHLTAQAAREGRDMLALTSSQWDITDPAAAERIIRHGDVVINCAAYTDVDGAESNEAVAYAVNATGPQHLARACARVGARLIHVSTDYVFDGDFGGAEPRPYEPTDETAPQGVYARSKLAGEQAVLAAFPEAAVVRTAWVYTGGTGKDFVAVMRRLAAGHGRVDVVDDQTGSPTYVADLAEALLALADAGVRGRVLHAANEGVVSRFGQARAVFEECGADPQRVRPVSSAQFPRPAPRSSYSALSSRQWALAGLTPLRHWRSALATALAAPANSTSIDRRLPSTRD
Target sequence (P9WH11 whole entry, looked up): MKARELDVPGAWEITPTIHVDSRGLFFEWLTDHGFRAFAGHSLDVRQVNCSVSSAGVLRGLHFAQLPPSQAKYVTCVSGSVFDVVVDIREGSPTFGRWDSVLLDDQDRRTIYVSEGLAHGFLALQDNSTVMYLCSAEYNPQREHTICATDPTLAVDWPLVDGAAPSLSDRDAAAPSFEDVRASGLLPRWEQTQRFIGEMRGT
M. tuberculosis GlmU = inhibition of mycobacterial GlmU enzyme – biochemical, glucosamine-1-phosphate acetyltransferase (AID 1376) | inhibition, %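 (tested at 30 µM in the primary screen)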, or IC50 in µM where a hit was titrated | M. tuberculosis GlmU acetyltransferase enzyme assay; higher % means a stronger effect | 220,000 tested, 0.25% active; in the data active = inhibition above about 13%;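 note: 0% = complete reaction with vehicle and 100% = reaction without substrate; strong numbers were not always called active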
* marks the source's active call; other numbers are inactive results; / = no result given.

SMILES | RmlCD inh 1536 | M. tuberculosis GlmU
O=C(NCCCn1ccnc1)c1cc(-c2ccc(Br)cc2)on1 | -2.9 | 1.7%
O=C(O)CCc1ccc(-c2ccccc2)n1CC1CCCO1 (stereo not drawn) | / | -0.8%
C=CCn1c(SCC(=O)O)nnc1-c1ccccc1 | -6.6 | -3.6%
CC(C)N(Cc1ccccc1)C(=O)/C=C/c1ccccc1[N+](=O)[O-] | 1.7 | 3.8%
Cc1ccc(C)c(-c2[nH]ncc2CN2CCCC(CO)(Cc3ccccc3C)C2)c1 (stereo not drawn) | / | 0.8%
O=C(c1ccc(Cl)cc1)c1nnc(-c2ccncc2)o1 | 0.5 | -0.7%
Cc1csc(SCc2nc3sc4c(c3c(=O)[nH]2)CCC4)n1 | / | 5.9%
O=C(N/N=C/c1cn(Cc2ccccc2)c2ccccc12)c1ccncc1 | 0.3 | 2.5%
Clc1ccc(-n2cc(-c3ccc(Br)cc3)[n+]3c2CCCCC3)cc1 | / | 5.8%
CC(C)CC(NC(=O)OC(C)(C)C)c1cn([C@@H](CCC(=O)OC(C)(C)C)C(=O)N2CCN(C(=O)OC(C)(C)C)CC2)nn1 (stereo partly drawn) | / | -0.3%
COc1ccc(NC(=S)N(CCCN2CCC(C)CC2)Cc2cccs2)cc1 | -10.2 | -2.1%
c1nc(N2CCCCC2)c2[nH]cnc2n1 | 10.3 | -1.1%
CNC(=O)C(=O)NCCc1ccc(Cl)cc1 | / | -7.0%
O=C(c1ccc2ncsc2c1)N1CCN(c2ccc(O)cc2)CC1 | -5.0 | 1.6%
O=C(c1ccccc1)c1c[nH]cc1-c1ccccc1 | / | 0.9%
COc1ccc(C(=O)Nc2nc(C)c(C(=O)N(C)C)s2)cc1OC | 1.1 | -1.3%
COC(=O)c1cc(C(=O)CC(C)C)c[nH]1 | 10.5 | -6.3%
CCOC(=O)Cc1[nH]nc2c1C(C1C=CCCC1)C(C#N)=C(N)O2 (stereo not drawn) | / | -8.6%
Cc1nonc1C1CCCN1Cc1cn[nH]c1-c1ccc2c(c1)OCO2 (stereo not drawn) | / | 3.4%
O=C(Nc1nccs1)c1ccc(S(=O)(=O)N2CCCCC2)cc1 | / | -1.6%
Cc1oc(-c2cccc3ccccc23)nc1CN1CCN(c2ncnc3ccccc23)CC1 | 27.2 | -0.2%
Cc1cccc(N2CCN(CC(=O)Nc3ccccc3[N+](=O)[O-])CC2)c1C | 15.6 | 0.5%
COC(=O)c1sc(-c2ccc(Cl)cc2)cc1NC(=O)c1ccccc1C(=O)O | 1.2 | 8.3%
N#C/C(=C\c1cn(CC(=O)N2CCCC2)c2ccccc12)C(=O)NCc1ccc2c(c1)OCO2 | / | 1.7%
CSC1=NCCN1C(=O)c1c(F)cccc1Cl | / | 1.2%
COC(=O)/C=C/c1oc2ccccc2c1C | 2.9 | 0.4%
Cc1cnc(C(=O)Nc2ccc(N3CCN(C(=O)OC(C)(C)C)CC3)cc2)cn1 | / | 0.6%
COc1ccc(-c2nc(NC(=O)CSc3nnc(C)s3)ns2)cc1 | -12.9 | 3.1%
O=C(CSc1nnc(COc2cccc3cccnc23)o1)N1CCN(C(=O)c2ccco2)CC1 | -9.6 | -1.6%
O=C1CC(c2cccc(F)c2)C2=C(CCCC2=O)N1 (stereo not drawn) | -20.0 | -3.2%
CCOC(=O)Cn1c(=N)n(CCOc2cccc(C)c2)c2ccccc21 | -1.4 | -3.2%
COc1ccc(N2CCN(CC(O)COc3ccc4c(c3)CCC4)CC2)cc1 (stereo not drawn) | / | -1.6%
Cc1ccc(N(CC(=O)NC(C)(C)C)C(=O)CNC(=O)c2cccs2)cc1 | -1.3 | -2.4%
Cc1noc(N)c1C(=O)Nc1ccc(F)c(Cl)c1 | / | -4.5%
Fc1c(F)c(F)c(N=Cc2ccc3ncccc3c2)c(F)c1F | -14.7 | 3.5%
N#CC1=C(S)N(c2ccc(F)cc2)C(c2cccs2)NC1=O (stereo not drawn) | -5.4 | 5.5%
CC(C)N(Cc1ccccc1)CC(O)COc1ccc(S(=O)(=O)N2CCOCC2)cc1Cl (stereo not drawn) | -0.9 | -6.2%
O=C(Cc1ccccc1)NCC(=O)OCC(=O)c1ccccc1Cl | 8.6 | 0.3%
O=S(=O)(Nc1cccc2ccccc12)N1CCCC1 | 6.2 | -4.7%
CSc1cccc(NC(=S)NN(C)C)c1 | / | 3.9%
COc1ccc(CCN(Cc2nc3ccccc3c(=O)[nH]2)C(=O)c2ccco2)cc1OC | / | 1.1%
CCCc1c(OCCCCc2nn[nH]n2)ccc(C(C)=O)c1O | -6.6 | 6.5%
O=C(c1ccc(Cl)cc1)N1CCC(c2nc(-c3cccs3)no2)CC1 | -7.9 | 0.5%
CN1CCN(C2=CC3=CC(=C(C#N)C#N)CCC3CC2)CC1 (stereo not drawn) | 2.7 | -2.8%
Cc1ccccc1OC1=NS(=O)(=O)c2ccccc21 | 4.0 | -5.1%
Cc1ccc(Sc2nc3c(c(=O)[nH]c(=O)n3C)n2CCc2ccccc2)cc1 | -9.8 | 0.6%
CCOC(=O)c1c(C)c(C(=O)NCc2cccs2)c(C)n1CC | -0.3 | -2.5%
COc1cccc(-n2c(=O)c3c(C)c(C(=O)N(C)C)sc3n(CC(=O)NCCc3ccc(OC)c(OC)c3)c2=O)c1 | 22.4 | -7.7%
Cc1cc(NC(=O)c2cccc([N+](=O)[O-])c2)n(-c2ccccc2)n1 | 7.4 | 1.5%
Cc1ccccc1NC(=O)C(NC1CCCCC1)C(C)C (stereo not drawn) | 5.2 | 1.4%
CCCCC(C)n1[nH]c(=O)cc1N (stereo not drawn) | / | -2.8%
N=C1C(c2nc3ccccc3[nH]2)=C(O)CN1NC(=O)c1c[nH]c2ccccc12 | 2.6 | 2.4%
O=C(NCc1n[nH]c(=S)n1-c1ccc(Cl)c(Cl)c1)c1ccc(S(=O)(=O)N2CCOCC2)cc1 | -6.5 | -0.7%
COc1ccc(NC(=S)N(CCCN2CCCC2)Cc2ccco2)cc1 | 1.6 | 1.0%
c1ccc(CSc2nnc3c(n2)OC(c2ccco2)Nc2ccccc2-3)cc1 (stereo not drawn) | 4.9 | 0.5%
O=C(OC1CCN(c2ncc(C(F)(F)F)cc2Cl)CC1)c1ccc(Cl)cc1 | 21.0 | 2.4%
COC(=O)C(Cc1c[nH]c2ccccc12)NC(=O)c1cc(-c2ccc(OC)c(OC)c2)oc1C (stereo not drawn) | -13.9 | 1.6%
CCOC(=O)c1nn(-c2cccc(C)c2)c2nnc(Cc3ccc(C)cc3)c(=O)n12 | 29.2 | -2.0%
COc1ccc(CCN=c2c([N+](=O)[O-])nn(-c3cccc(C)c3)n2O)cc1OC | 3.8 | 2.7%
COc1ccc(NC(=O)COC(=O)Cc2ccc(Br)cc2)cc1 | -9.2 | 1.9%

Whole records, quoted from the list. Values in the order: RmlCD inh 1536	M. tuberculosis GlmU
N=C1C(c2nc3ccccc3[nH]2)=C(O)CN1NC(=O)c1c[nH]c2ccccc12 across the screens: 2.6	2.4%
CN1CCN(C2=CC3=CC(=C(C#N)C#N)CCC3CC2)CC1 (stereo not drawn) across the screens: 2.7	-2.8%
Cc1ccccc1NC(=O)C(NC1CCCCC1)C(C)C (stereo not drawn) across the screens: 5.2	1.4%
COc1ccc(NC(=S)N(CCCN2CCCC2)Cc2ccco2)cc1 across the screens: 1.6	1.0%
CCOC(=O)c1nn(-c2cccc(C)c2)c2nnc(Cc3ccc(C)cc3)c(=O)n12 across the screens: 29.2	-2.0%

Further records
SMILES | RmlCD inh 1536 | M. tuberculosis GlmU
C[N+](C)(C)C(Cc1c[nH]c2ccccc12)C(=O)[O-] (stereo not drawn) | / | 3.6%
CCOc1cc(C2NC(=O)NC(C)=C2C(=O)NCc2ccccc2)c(Cl)cc1O (stereo not drawn) | / | -1.4%
COC(=O)c1cc(OC)c(OCc2cc(C(=O)OC)oc2C)c(OC)c1 | 3.6 | -1.4%
Cc1cccc(NC(=O)CCn2ccnc2C)c1 | 10.8 | -9.0%
CC1(OC(=O)C2CCCC2)C(=O)C=C2C=C(c3ccsc3)N(Cc3ccco3)C=C2C1=O (stereo not drawn) | / | -3.8%
CCOC(=O)Cc1csc(NC(=O)CN2C(=O)c3ccccc3S2(=O)=O)n1 | 10.4 | 0.4%
O=C(N/N=C/c1cccc(O)c1)c1ccccc1O | 3.4 | 5.8%
COc1ccc(NC(=S)NNc2ccc([N+](=O)[O-])cc2S(=O)(=O)Nc2ccc(C)cc2C)cc1 | -11.6 | -2.8%
CCOC(=O)CNC(=O)Cn1cnc2ccc(S(=O)(=O)N3CCC(C)CC3)cc2c1=O | -9.1 | 7.2%
C/C(=N\N1CCN(Cc2ccc(C)cc2)CC1)c1ccco1 | 5.7 | 8.4%
S=C(NCc1cccs1)NCC1CCCO1 (stereo not drawn) | -6.5 | -1.4%
Cc1ccc(S(=O)(=O)NCCC(=O)NCc2ccco2)cc1 | 3.7 | 2.1%
CSc1ccccc1NC(=O)COC(=O)Cc1cccs1 | / | -4.2%
COc1cccc(NC(=O)Cn2nc(Cc3cccnc3)c3ccccc3c2=O)c1 | -7.8 | 1.7%
CCOC(=O)c1ccc(NC(=O)c2ccccc2[N+](=O)[O-])cc1 | 2.9 | -1.0%
Cc1ccc(C(=O)Oc2cc(C)[nH]c(=O)c2[N+](=O)[O-])cc1 | 1.6 | /
O=C(CNCc1cccs1)Nc1ccc(S(=O)(=O)N2CCCCC2)cc1 | -6.6 | -1.7%
Cn1c(O)c(C=Nc2ccccc2Sc2ccccc2)c(=O)n(C)c1=O | -13.1 | 0.2%
Cc1ccc(C)n1-c1ccc(-c2ccn[nH]2)cc1 | 15.3 | -3.7%
CCOC(=O)c1cn[nH]c1C(F)(F)F | 16.5 | -4.1%

Reformatted field by field: part of the list above.
smiles: CCOC(=O)CNC(=O)Cn1cnc2ccc(S(=O)(=O)N3CCC(C)CC3)cc2c1=O
  RmlCD inh 1536: -9.1
  M. tuberculosis GlmU: 7.2%
smiles: C/C(=N\N1CCN(Cc2ccc(C)cc2)CC1)c1ccco1
  RmlCD inh 1536: 5.7
  M. tuberculosis GlmU: 8.4%
smiles: S=C(NCc1cccs1)NCC1CCCO1 (stereo not drawn)
  RmlCD inh 1536: -6.5
  M. tuberculosis GlmU: -1.4%
smiles: Cc1ccc(S(=O)(=O)NCCC(=O)NCc2ccco2)cc1
  RmlCD inh 1536: 3.7
  M. tuberculosis GlmU: 2.1%

New compounds follow
SMILES | RmlCD inh 1536 | M. tuberculosis GlmU
CCCCNC(=O)Nc1c(C(=O)OC)[nH]c2ccc(C)cc12 | / | -6.0%
O=CNC(=O)c1ccccc1C(=O)O | / | -1.8%
CCOc1ccccc1Nc1nnc(SCC(=O)Nc2nc(-c3ccc(OC)cc3)cs2)s1 | 4.5 | 2.5%
CCC(=O)Nc1ccc(C(=O)N2CCN(C(=O)c3ccco3)CC2)cc1 | -9.8 | -1.4%
O=C(CCc1ccccc1)N1N=C(c2ccncc2)CC1(O)C(F)(F)F (stereo not drawn) | 4.6 | -2.0%
Cn1c(=O)c2c(nc(N/N=C/c3cccs3)n2Cc2ccc(Br)cc2)n(C)c1=O | -10.9 | 3.4%
CCOc1ccc(CCN2C(=O)c3cccnc3C2=O)cc1OCC | 3.1 | -6.9%
FC(F)(F)c1cccc(NC(=S)N2CCN(c3ccccc3)CC2)c1 | -13.5 | 1.0%
CCNc1nc2ccccc2[nH]1 | / | -1.5%
CN(C)C(=S)SCC(=O)NCc1ccc(F)cc1 | -4.1 | -3.8%
COc1ccc(C(N)=O)cc1NC(=O)CC(O)(C(F)(F)F)C(F)(F)F | / | 3.9%
COc1ccc(C2=NOC(COC(=O)c3ccc4ccccc4n3)C2)cc1 (stereo not drawn) | -6.5 | -3.4%
Cc1ccc(S(=O)(=O)N2N=C3CCCCC3C2(O)C(F)(F)F)cc1 (stereo not drawn) | 2.4 | -2.1%
O=C1CC(N2CC=C(c3ccc(F)cc3)CC2)C(=O)N1c1ccc(F)cc1 (stereo not drawn) | / | -1.9%
C/C(=N\N1CCN(C2c3ccccc3-c3ccccc32)CC1)c1cccnc1 | / | -3.4%
CCOC(=O)c1c(NC(=O)c2nn(CC)cc2Br)sc2c1CCCCC2 | -2.0 | 1.6%
O=C(CCc1nc2ccccc2s1)OCc1ccccc1 | 9.1 | -0.3%
COc1ccc(NC2c3ncccc3C(=O)N2Cc2cccs2)cc1 (stereo not drawn) | -0.8 | 0.1%
COCCN(CC(=O)NCc1ccc(OC)cc1)C(=O)CCC(=O)Nc1nccs1 | 27.8 | -2.6%
O=C(CSc1nc2ccc(S(=O)(=O)N3CCOCC3)cc2[nH]1)N1CCOCC1 | 8.0 | 4.5%
Cc1cccc(NC(=O)C23CCC(C)(C(=O)O2)C3(C)C)c1 (stereo not drawn) | 96.8 | -10.2%
COC(=O)C[C@H]1c2cc(C(F)(F)F)ccc2S(=O)(=O)N1Cc1ccccc1OC | / | -2.2%
Oc1ccc(-c2nncn2-c2ccccc2)cc1 | -4.9 | -4.8%
S=C(NCc1ccc(Cl)cc1)NC1CCCCC1 | 7.8 | -0.7%
Cc1ccc(-c2nnn(CC(=O)Nc3cccc4c3CCCC4)n2)o1 | 12.5 | -5.2%
Nc1ccc(C(=O)OCC(=O)N2CCN(C(=O)c3ccco3)CC2)cc1[N+](=O)[O-] | -8.7 | 0.3%
CC(CCC(=O)Nc1nncs1)C(=O)O (stereo not drawn) | 15.5 | -0.7%
CN(C)c1nc(-c2ccccc2)nnc1C(F)(F)F | -6.2 | 1.4%
CCCC(=O)NCCCc1nc2ccccc2n1CC | / | 1.7%
Cc1nn(CC#N)c(=O)n1-c1ccc(C(C)C)cc1 | -11.0 | 2.2%
CCOC(=O)N1CCC(NS(=O)(=O)c2ccc(C#N)cc2)CC1 | 13.5 | -0.2%
CCc1c(C)nc2ncnn2c1N1CCC(C(=O)Nc2cccc(C(C)=O)c2)CC1 | 23.1 | 2.9%
COc1cccc(C(=O)Oc2cc(-c3ccccc3)no2)c1 | -9.1 | 6.8%

These rows are one share of the data, so the mix of outcomes need not match the whole.
